ARFGAP1 inh: inhibits rat ARF GTPase activating protein 1 | Q62848 | Arfgap1-stimulated ARF1 GTP hydrolysis, GDP FP detection | inhibition, % at 16.5 µM | 360,000 compounds, 0.26% hits;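 active = inhibition above a per-plate limit, mean inhibition of low control wells plus 3 SD, cut at about 25% in these data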;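 note: 0% = DMSO wells with enzyme and 100% = wells lacking Arfgap1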
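Material: truncated rat Arfgap1 GAP domain; Incubation: compound-enzyme preincubation 20 min, reaction 120 min, detection 60 min, 25 °C; Read-out: percent inhibition of Arfgap1-stimulated GTP hydrolysis; Technique: FP, GDP Alexa 633 tracer displaced from anti-GDP antibody, 620/688 nm; Controls: No-Arfgap1 wells (100%) versus DMSO full-reaction wells (0%); Replication: single well per compound.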
PLC-beta3 inh: inhibitors of human phospholipase C beta3; Q01970; Purified PLC-beta3, fluorogenic substrate, fluorescence; inhibition, % at 12.2 µM; 370,000 compounds, 0.18% hits; in the data active = inhibition above about 11%;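 note: 0% = median of compound wells on plate and 100% = full blocker control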
ADAM10 inh: inhibitors of human ADAM10. recombinant ADAM10, EDANS/DABCYL FRET peptide cleavage, 3 h. O14672. 370,000 compounds, 0.62% hits. AID 720582. inhibition, % at 7 µM;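 active = inhibition above a per-campaign cutoff equal to the mean of compounds falling between control-based bounds plus 3 SD, cut at about 20% in these data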;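 note: 0% = DMSO wells while the 100% control is not disclosed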
Tn6 DDE FP: DD(E)-Tn6 binding inhibition, primary FP screen | inhibition, % at 8.3 µM | Fibrin DD(E) TRITC-Tn6 fluorescence polarization displacement | 370,000 compounds, 0.21% hits | AID 720509;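 active = inhibition above a per-campaign cutoff: mean of compounds within control limits plus 3 SD, cut at about 15% in these data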;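 note: 0% = median of all compound wells on the plate and 100% = blocking peptide control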
ASAP1 GAP inh: ASAP1 ArfGAP inhibition. 360,000 compounds, 0.19% hits. inhibition, % at 16.5 µM. ASAP1-stimulated ARF1 GTP hydrolysis, GDP FP detection. Q9ULH1; in the data active = inhibition above about 25%;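 note: 0% = vehicle with enzyme and substrate and 100% = no enzyme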
Target sequence (Q9ULH1 325-724 limits assumed): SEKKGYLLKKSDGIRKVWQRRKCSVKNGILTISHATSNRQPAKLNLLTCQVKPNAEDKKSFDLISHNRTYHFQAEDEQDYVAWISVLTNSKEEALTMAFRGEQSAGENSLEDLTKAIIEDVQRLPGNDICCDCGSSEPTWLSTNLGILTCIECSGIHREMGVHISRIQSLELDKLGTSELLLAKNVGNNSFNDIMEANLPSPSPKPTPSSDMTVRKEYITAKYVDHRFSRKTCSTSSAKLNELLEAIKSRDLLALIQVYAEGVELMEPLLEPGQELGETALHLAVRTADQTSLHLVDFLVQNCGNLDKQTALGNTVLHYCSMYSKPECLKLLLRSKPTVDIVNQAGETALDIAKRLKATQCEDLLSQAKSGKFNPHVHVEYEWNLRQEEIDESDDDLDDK
PLCg1 inh: inhibitors of human phospholipase C gamma1; purified PLC-gamma1, fluorogenic substrate, fluorescence; P19174; 370,000 compounds, 0.84% hits; inhibition, % at 12.2 µM; in the data active = inhibition above about 9.5%
TDP2 absorb: TDP2 (human) inhibition, absorbance primary screen; recombinant TDP2, T5PNP hydrolysis, p-nitrophenol absorbance 415 nm; O95551; 370,000 compounds, 0.34% hits; inhibition, % at 12.8 µM;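 active = inhibition above the mean of all tested compounds plus 3 SD, set per campaign, cut at about 25% in these data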;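 note: 0% = DMSO with enzyme and 100% = buffer with substrate but no TDP2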
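Test system: human TDP2 enzyme; Input: 120 nM TDP2 per well; Buffer or medium: Mg2+-containing Tris-HCl buffer, pH 7.5; Reagent: 5 mM T5PNP; Dosing: 12.8 µM single point, 1% DMSO; Incubation: reaction 2 h, 37 °C; Detection: p-Nitrophenol epi absorbance; Read-out: % inhibition relative to enzyme-containing and enzyme-free wells; Replicates: single well per compound.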
SIAE primary: human SIAE inhibition, primary screen; inhibition, % at 9.66 µM; 370,000 compounds, 0.69% hits; Q9HAT2; SIAE FP-Rh probe binding, fluorescence polarization;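 active = inhibition above a cutoff: mean of compounds within the control limits plus 3 SD of those, cut at about 17% in these data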;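 note: 0% = plate median of compound wells and 100% = probe without SIAE protein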
Tn7 DDE FP: DD(E)-Tn7 binding inhibition, primary FP screen; P02675; FP displacement of FITC-Tn7 peptide from fibrin DD(E); 0% = median of compound wells per plate; inhibition, % at 8.3 µM; 370,000 compounds, 0.13% hits; AID 720508;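 active = inhibition above the mean of compounds falling within the control limits plus 3 SD of them, cut at about 14% in these data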;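 note: 0% = plate median of compound wells and 100% = 10 µM Aha-Tn7 peptide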
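Assay system: Human fibrin DD(E) protein | Medium: Tris buffer with calcium and detergent, pH 7.8 | Reagent: 0.1 µM fluorescent Tn7 | Compound dosing: Single point at 8.3 µM | Times: 10 min preincubation, 3 h with tracer, room temperature | Detection: Fluorescence polarization of the labelled Tn7 tracer | Controls: Aha-Tn7 high control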
ADAM17 inh: ADAM17 inhibition, QFRET primary screen | 370,000 compounds, 0.83% hits | inhibition, % at 6.95 µM | P78536 | recombinant ADAM17, EDANS/DABCYL FRET peptide cleavage | AID 720648;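 active = inhibition above the mean of compounds lying between control limits plus 3 SD, set per campaign, cut at about 8.5% in these data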;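 note: 0% = DMSO-only wells as the low control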
Target sequence (P78536 215-824 limits assumed): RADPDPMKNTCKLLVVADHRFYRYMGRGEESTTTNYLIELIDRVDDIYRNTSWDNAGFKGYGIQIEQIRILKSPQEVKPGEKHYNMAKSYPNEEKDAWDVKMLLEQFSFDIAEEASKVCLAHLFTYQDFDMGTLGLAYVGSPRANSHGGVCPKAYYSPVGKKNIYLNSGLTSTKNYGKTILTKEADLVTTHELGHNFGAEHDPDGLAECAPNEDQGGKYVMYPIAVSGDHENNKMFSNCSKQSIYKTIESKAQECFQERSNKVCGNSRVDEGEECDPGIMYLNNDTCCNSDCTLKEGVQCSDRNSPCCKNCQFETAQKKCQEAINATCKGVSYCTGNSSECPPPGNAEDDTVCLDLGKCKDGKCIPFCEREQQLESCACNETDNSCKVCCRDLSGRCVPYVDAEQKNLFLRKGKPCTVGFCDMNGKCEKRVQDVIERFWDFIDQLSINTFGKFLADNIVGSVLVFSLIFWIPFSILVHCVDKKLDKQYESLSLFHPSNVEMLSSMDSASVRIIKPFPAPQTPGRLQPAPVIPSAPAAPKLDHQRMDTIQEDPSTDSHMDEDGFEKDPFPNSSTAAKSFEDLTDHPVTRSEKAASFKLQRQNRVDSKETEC
Numbers without * were called inactive; i = inactive; nt = not tested or not shown. No enrichment for hits, and some 3.6% of all compounds hit somewhere here.

SMILES	ARFGAP1 inh	PLC-beta3 inh	ADAM10 inh	Tn6 DDE FP	ASAP1 GAP inh	PLCg1 inh	TDP2 absorb	SIAE primary	Tn7 DDE FP	ADAM17 inh
O=C(C=Cc1ccc(O)c(O)c1)NCC(=O)NC(Cc1ccccc1)C(=O)O (stereo not drawn)	1	-29	-54	5	-10	-21	-6	2	0	-16
CCc1cc(Br)ccc1N1C(=O)C2CC=CCC2C1=O (stereo not drawn)	-1	1	-9	3	-5	1	6	-8	8	1
CN(CC1CCOCC1)C(=O)CC1C(=O)NCCN1Cc1ccc(-c2ccccc2)cc1 (stereo not drawn)	-2	-18	-52	1	-12	-14	1	-8	6	-14
O=C(Cc1ccccc1)NNc1ccc2ccccc2c1	12	-18	-19	-8	7	-16	0	4	2	-8
O=C(/C=C(\O)c1ccccc1)C(=O)NNC(=O)c1ccccc1	0	-7	-2	5	1	-1	-7	6	-6	-4
CCCNC(=O)N(C)C[C@H]1Oc2ncc(Br)cc2C(=O)N([C@H](C)CO)C[C@H]1C	12	1	0	11	0	2	-1	-1	0	0
Nn1c(SCC(=O)Nc2ccc(Br)cn2)nnc1-c1n[nH]c2c1CCC2	nt	2	-2	1	nt	2	-9	3	0	-1
Cc1ccc(S(=O)(=O)c2c(N)n(CC3CCOC3)c3nc4ccccc4nc23)cc1 (stereo not drawn)	11	i	i	-4	-1	i	15	-4	-3	i
COc1ccccc1CNC(=O)CSc1ncc(C(=O)Nc2ccccc2)c(=O)n1C	9	4	-15	-8	-9	5	-5	1	-1	-4
COc1ccc(-n2cc(-c3ccccc3)c3c(NN4CCOCC4)ncnc32)cc1	0	-15	0	-8	11	-2	-8	-5	4	-6
COc1cc(/C=C/C(=O)OCC(=O)Nc2ccc(S(=O)(=O)N3CCCC3)cc2)ccc1O	0	-57	-37	2	-10	-52	12	-1	9	-11
COC(=O)C(C(=O)OC)c1ncccc1NS(=O)(=O)c1ccc(C)cc1	-10	-4	-25	-5	2	-3	6	6	0	-8
Cc1ccc(C)c(N2C(=O)CC(Cc3ccc(Cl)cc3)C2=O)c1 (stereo not drawn)	6	-9	-2	6	4	-1	-12	-3	7	-4
CC(C)c1ccc(S(=O)(=O)N2CCN(C(=O)n3ccnc3)CC2)cc1	4	-2	-10	-2	-18	-1	-3	-4	1	2
O=S(=O)(NCCN1CCOCC1)c1ccc2ccccc2c1	-11	-5	-4	2	-2	-1	6	2	1	0

2 of the compounds above, with values ahead of the structure:
ARFGAP1 inh	PLC-beta3 inh	ADAM10 inh	Tn6 DDE FP	ASAP1 GAP inh	PLCg1 inh	TDP2 absorb	SIAE primary	Tn7 DDE FP	ADAM17 inh	structure
0	-7	-2	5	1	-1	-7	6	-6	-4	O=C(/C=C(\O)c1ccccc1)C(=O)NNC(=O)c1ccccc1
12	1	0	11	0	2	-1	-1	0	0	CCCNC(=O)N(C)C[C@H]1Oc2ncc(Br)cc2C(=O)N([C@H](C)CO)C[C@H]1C

New compounds follow:
SMILES	ARFGAP1 inh	PLC-beta3 inh	ADAM10 inh	Tn6 DDE FP	ASAP1 GAP inh	PLCg1 inh	TDP2 absorb	SIAE primary	Tn7 DDE FP	ADAM17 inh
NC(=O)SCC(=O)Nc1ccc(Cl)cc1	-2	2	-2	-6	-3	1	-4	4	6	0
COc1ccc(C(=O)N[C@H](C(=O)NCC2CCCCC2)C(C)C)cc1	-6	2	1	1	-2	12*	-3	-4	-1	0
COC(=O)[C@]12C[C@H](CC(=O)NCCC(C)C)C(=O)N(Cc3ccco3)C1=C[C@H](C(C)(C)C)O[C@@H]2C	nt	1	1	-9	nt	-4	4	-4	-4	1
Cc1ccc(S(=O)(=O)N2CCCCC2)cc1NS(=O)(=O)c1cccc(C(=O)O)c1	-8	0	5	2	-3	1	5	0	-2	-1
CCOc1ccc(OCC)c(S(=O)(=O)NCc2ccccc2)c1	2	-6	5	-8	0	0	5	-1	-6	-2
C=CCN1C(=O)/C(=C2/Sc3ccc(OC)cc3N2C)SC1=NCc1ccccc1	10	-4	-8	-9	1	4	6	14	4	-7
COc1ccc(NC(=O)c2ccc3nc(C)sc3c2)cc1	16	-2	6	-8	-27	0	14	-1	-4	-1
Cc1ccc(-c2nnn(CC(=O)N(Cc3ccco3)C(C(=O)NC3CCCC3)c3cccs3)n2)o1 (stereo not drawn)	-10	-1	6	6	0	1	0	-4	-7	4
Cc1ccc(CCNc2ccc3ccccc3c2)cn1	12	-9	-21	-1	-12	-5	4	0	-7	-5
Cc1cccc(-n2c(SCC(=O)N3CC(=O)Nc4ccccc43)nc3ccccc3c2=O)c1C	0	-1	10	0	-1	1	-2	-5	-8	5
O=c1oc2ccccc2c(O)c1Cc1cc(Cl)c2cccnc2c1O	2	-6	8	-2	-7	-3	-14	12	6	4
O=C(CCNC(=O)C1CCN(S(=O)(=O)c2ccc(F)cc2)CC1)NC1CC1	-18	-5	-4	0	-20	1	-8	-1	0	-1
CC(C)CC(=O)N1CC(C)N(C(=O)CC(C)C)CC1C (stereo not drawn)	-1	3	2	1	9	3	-11	-3	-7	2
Cc1cc(N2CCC(C)CC2)nc(SCC(=O)c2ccccc2)n1	7	-1	7	-3	2	3	2	-2	4	1
COc1cccc(C(=O)NC2C(=O)N3C(C(=O)O)=C(COC(C)=O)CSC23)c1 (stereo not drawn)	-11	-7	-7	4	8	0	8	5	3	-1

Quoted from the listing:
Cc1cccc(-n2c(SCC(=O)N3CC(=O)Nc4ccccc43)nc3ccccc3c2=O)c1C in PLCg1 inh: 1
O=C(CCNC(=O)C1CCN(S(=O)(=O)c2ccc(F)cc2)CC1)NC1CC1 in ARFGAP1 inh: -18
Cc1ccc(S(=O)(=O)N2CCCCC2)cc1NS(=O)(=O)c1cccc(C(=O)O)c1 in SIAE primary: 0
C=CCN1C(=O)/C(=C2/Sc3ccc(OC)cc3N2C)SC1=NCc1ccccc1 in ASAP1 GAP inh: 1

(listing goes on)
SMILES	ARFGAP1 inh	PLC-beta3 inh	ADAM10 inh	Tn6 DDE FP	ASAP1 GAP inh	PLCg1 inh	TDP2 absorb	SIAE primary	Tn7 DDE FP	ADAM17 inh
CCn1c(Cc2cccs2)nnc1SCC(=O)c1ccc(Cl)cc1	nt	0	9	3	nt	4	6	3	-8	4
Cc1ccc(NC2=NC(c3ccccc3)n3c(nc(C)cc3=O)N2)c(C)c1 (stereo not drawn)	17	5	-9	-5	-17	4	9	1	-2	-1
Cc1cccc[n+]1CC(=O)Nc1ccc([N+](=O)[O-])cc1Cl	11	7	12	-1	12	14*	-19	1	-3	8
O=C(O)CNC(=O)c1cccc(C(F)(F)F)c1	-3	2	-7	10	4	-2	3	-6	1	-2
NC(c1csc(NC(=O)Nc2ccccc2Oc2ccccc2)n1)c1ccccc1Cl (stereo not drawn)	4	-2	-3	-5	3	0	7	-18	6	6
S=c1[nH]nc(C2CC2)n1Cc1ccco1	7	-1	3	0	8	0	4	3	6	-5
CC(NC(=O)c1ccccc1F)C12CC3CC(CC(C3)C1)C2 (stereo not drawn)	6	-1	-2	0	0	0	-2	3	-2	-5
N#CCC(=O)Nc1nc(-c2ccc3c(c2)OCCO3)cs1	-5	-42	-14	-13	6	-32	-2	-7	-2	-7
CCOC(=O)c1c[nH]c2ccc([N+](=O)[O-])cc12	12	3	5	-6	-11	4	1	0	-2	0
CCN1C(=O)N[C@@H](c2ccccc2)[C@H](C(=O)OC)[C@H]1C	2	-1	-3	3	2	2	-3	-2	1	-4
COc1ccc(S(=O)(=O)N2CCC(C(=O)NCC3CC3)CC2)cc1	-7	0	-10	2	10	0	16	-7	2	0
COc1ccc(/C=C2\SC(=S)N(CCC(=O)Nc3ccccn3)C2=O)cc1OC	0	-12	5	2	5	-3	-9	-4	-2	0
COc1cc(OC)c2c(c1)OC(=O)CC2c1cc(OC)c(OC)c(OC)c1 (stereo not drawn)	-3	1	-13	-5	-3	0	3	3	2	-4
CCCNC(=O)c1c(N)n(-c2ccc3c(c2)OCO3)c2nc3ccccc3nc12	5	-9	-10	5	-7	-11	11	0	1	-3
O=C(COC(=O)c1ccc(Br)o1)Nc1ncc([N+](=O)[O-])s1	6	-13	-10	-8	4	-5	-2	-8	8	1

Profiles from above. Screens in order: ARFGAP1 inh	PLC-beta3 inh	ADAM10 inh	Tn6 DDE FP	ASAP1 GAP inh	PLCg1 inh	TDP2 absorb	SIAE primary	Tn7 DDE FP	ADAM17 inh
CCn1c(Cc2cccs2)nnc1SCC(=O)c1ccc(Cl)cc1 is listed with nt	0	9	3	nt	4	6	3	-8	4
O=C(COC(=O)c1ccc(Br)o1)Nc1ncc([N+](=O)[O-])s1 is listed with 6	-13	-10	-8	4	-5	-2	-8	8	1
O=C(O)CNC(=O)c1cccc(C(F)(F)F)c1 is listed with -3	2	-7	10	4	-2	3	-6	1	-2

(continued)
SMILES	ARFGAP1 inh	PLC-beta3 inh	ADAM10 inh	Tn6 DDE FP	ASAP1 GAP inh	PLCg1 inh	TDP2 absorb	SIAE primary	Tn7 DDE FP	ADAM17 inh
CCOc1ccccc1C1CC(c2ccc(F)cc2)Nc2nc(N)nn21 (stereo not drawn)	10	-22	-68	-1	-3	-16	-4	0	2	-13
COc1ccc(-c2nc3c(C)cc(Br)cn3c2Cc2cccc(Cl)c2)cc1OC	8	-13	-10	9	9	-7	4	-7	-3	-3
O=C(/C=C/c1cccc(Br)c1)c1ccc2c(c1)OCO2	8	-3	3	1	9	1	17	-5	0	4
Cn1c(=S)n(CCC(=O)O)c2ccccc21	-5	2	5	-3	4	1	3	1	-8	0
CCOC(=O)c1sc(NC(=O)CSc2nc(C)cc(C)c2C#N)c(C#N)c1C	-3	-10	3	-4	4	-9	2	0	-3	-3
CSc1ncnc2c1ncn2CCCNc1ccc(C)c(C)c1	-8	-2	-11	5	-7	-1	8	7	-5	-5
COC(=O)c1ccc(C2C(C(=O)Nc3ccccc3C)=C(C)Nc3ncnn32)cc1 (stereo not drawn)	-16	2	5	1	-10	2	3	1	-1	-1

Three structures from above, sorted by count of non-hydrogen atoms, highest first:
SMILES	ARFGAP1 inh	PLC-beta3 inh	ADAM10 inh	Tn6 DDE FP	ASAP1 GAP inh	PLCg1 inh	TDP2 absorb	SIAE primary	Tn7 DDE FP	ADAM17 inh
COC(=O)c1ccc(C2C(C(=O)Nc3ccccc3C)=C(C)Nc3ncnn32)cc1 (stereo not drawn)	-16	2	5	1	-10	2	3	1	-1	-1
CCOC(=O)c1sc(NC(=O)CSc2nc(C)cc(C)c2C#N)c(C#N)c1C	-3	-10	3	-4	4	-9	2	0	-3	-3
Cn1c(=S)n(CCC(=O)O)c2ccccc21	-5	2	5	-3	4	1	3	1	-8	0
